JMJD2A Tudor inh – inhibitors of human JMJD2A Tudor domain | O75164 | AlphaScreen JMJD2A-Tudor / H3K4me3 peptide binding | Potency, µM (highest dose often 114 µM), inactives show at the top dose activity change, negative = inhibition, actives largely listed as inhibitors | 390,000 compounds, 4.4% hits; note: % is set by controls: 0 for no effect and ±100 for the full control effect; nearly all actives have a fitted effect of over 50% in size
Pol kappa inh – DNA polymerase kappa (human) inhibition | purified Pol kappa, fluorescent DNA synthesis assay, 10 min | 400,000 compounds, 0.53% hits | AID 588579 | Q9UBT6 | Potency, µM (doses to about 107 µM), inactives show at the highest dose activity, negative = inhibition, hits mostly inhibitors; note: % is set by controls: 0 for no effect and ±100 for the full control effect
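Inhibition of 10 nM Pol kappa is measured by a fluorescent read-out at 0 and 10 min following addition of 50 nM substrate (final), with a 15-min room-temperature compound preincubation.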
BAZ2B inh – BAZ2B (human) inhibition | Q9UIF8 | AlphaScreen BAZ2B-H3K14Ac peptide displacement | Potency, µM (top dose mostly 114 µM), for the others: at the highest dose activity change, negative = inhibition, most hits filed as inhibitors | 360,000 compounds, 4.4% hits; note: % is set by controls: 0 for no effect and ±100 for the full control effect; nearly all actives have a fitted effect of over 60% in size
Target sequence (Q9UIF8 whole entry, looked up): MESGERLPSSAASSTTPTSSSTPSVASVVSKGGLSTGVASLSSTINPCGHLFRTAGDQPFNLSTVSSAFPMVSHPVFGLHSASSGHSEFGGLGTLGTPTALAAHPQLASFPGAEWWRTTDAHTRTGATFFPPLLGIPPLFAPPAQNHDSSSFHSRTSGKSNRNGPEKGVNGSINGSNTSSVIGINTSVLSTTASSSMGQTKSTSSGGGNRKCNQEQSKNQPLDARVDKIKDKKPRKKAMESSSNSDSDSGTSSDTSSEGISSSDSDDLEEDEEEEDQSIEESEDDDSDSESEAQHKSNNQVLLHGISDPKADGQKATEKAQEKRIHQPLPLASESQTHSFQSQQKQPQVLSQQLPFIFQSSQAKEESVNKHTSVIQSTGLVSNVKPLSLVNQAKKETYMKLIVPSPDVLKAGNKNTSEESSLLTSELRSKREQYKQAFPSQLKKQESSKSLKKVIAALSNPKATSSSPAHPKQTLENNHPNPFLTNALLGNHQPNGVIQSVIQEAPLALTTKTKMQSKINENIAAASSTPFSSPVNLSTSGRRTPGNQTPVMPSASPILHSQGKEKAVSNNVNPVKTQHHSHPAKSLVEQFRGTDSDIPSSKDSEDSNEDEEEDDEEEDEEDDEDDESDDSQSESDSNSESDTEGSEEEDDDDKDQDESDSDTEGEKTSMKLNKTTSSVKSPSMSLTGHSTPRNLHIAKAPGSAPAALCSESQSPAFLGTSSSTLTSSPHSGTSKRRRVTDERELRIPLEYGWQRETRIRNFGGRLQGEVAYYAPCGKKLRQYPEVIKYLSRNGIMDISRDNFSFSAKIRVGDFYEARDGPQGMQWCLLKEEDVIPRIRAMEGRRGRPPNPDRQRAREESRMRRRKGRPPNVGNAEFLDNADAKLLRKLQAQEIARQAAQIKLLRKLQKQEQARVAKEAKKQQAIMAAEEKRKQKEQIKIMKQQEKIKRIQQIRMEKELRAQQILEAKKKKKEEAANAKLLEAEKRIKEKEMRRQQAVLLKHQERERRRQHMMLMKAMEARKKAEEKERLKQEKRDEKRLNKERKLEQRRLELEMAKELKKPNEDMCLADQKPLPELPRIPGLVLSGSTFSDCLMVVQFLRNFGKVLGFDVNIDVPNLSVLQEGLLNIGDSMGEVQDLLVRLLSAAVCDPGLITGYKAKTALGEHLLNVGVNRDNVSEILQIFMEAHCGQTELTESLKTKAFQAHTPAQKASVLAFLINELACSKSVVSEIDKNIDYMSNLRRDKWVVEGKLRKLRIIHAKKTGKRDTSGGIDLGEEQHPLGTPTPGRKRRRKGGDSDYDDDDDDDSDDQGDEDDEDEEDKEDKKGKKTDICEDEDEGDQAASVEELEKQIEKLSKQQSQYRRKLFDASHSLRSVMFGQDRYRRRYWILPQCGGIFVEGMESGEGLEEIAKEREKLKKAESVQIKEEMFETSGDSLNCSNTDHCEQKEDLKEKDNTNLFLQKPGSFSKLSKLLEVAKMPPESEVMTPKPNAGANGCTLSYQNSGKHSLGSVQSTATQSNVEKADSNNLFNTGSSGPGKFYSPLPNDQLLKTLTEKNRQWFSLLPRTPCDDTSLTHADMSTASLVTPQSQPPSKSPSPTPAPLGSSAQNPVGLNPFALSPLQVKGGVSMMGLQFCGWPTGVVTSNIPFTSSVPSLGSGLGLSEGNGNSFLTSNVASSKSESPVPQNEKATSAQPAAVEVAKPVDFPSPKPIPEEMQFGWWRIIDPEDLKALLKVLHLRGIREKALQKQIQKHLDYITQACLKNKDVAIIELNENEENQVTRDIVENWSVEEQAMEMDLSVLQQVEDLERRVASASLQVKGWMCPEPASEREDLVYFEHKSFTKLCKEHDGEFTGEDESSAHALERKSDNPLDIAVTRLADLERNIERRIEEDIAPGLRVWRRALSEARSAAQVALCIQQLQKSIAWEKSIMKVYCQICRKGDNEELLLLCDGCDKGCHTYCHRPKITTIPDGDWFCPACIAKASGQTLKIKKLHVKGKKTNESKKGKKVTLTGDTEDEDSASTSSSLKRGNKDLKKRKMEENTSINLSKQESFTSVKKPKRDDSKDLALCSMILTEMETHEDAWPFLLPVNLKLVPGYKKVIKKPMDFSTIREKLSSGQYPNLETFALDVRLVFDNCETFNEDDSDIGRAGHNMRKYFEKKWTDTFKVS
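In this displacement format the biotinylated H3(5-23) peptide acetylated at Lys14 serves as ligand at 50 nM, with BAZ2B at 50 nM in PBS pH 7.4 containing 0.01% Tween-20. Donor and acceptor beads are 10 ug/mL final.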
POLB inh – blocks human DNA polymerase beta activity; P06746; Pol beta primer extension/strand displacement, fluorescence kinetic; Potency, µM (highest dose often 114 µM), for the others: top-dose activity change, negative = inhibition, hits mostly inhibitors; 340,000 compounds, 1.3% hits; AID 485314; note: % is set by controls: 0 for no effect and ±100 for the full control effect
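Human Pol beta at 10 nM; strand-displacement substrate 50 nM final. Compound exposure 15 min at room temperature before start, reaction 10 min at room temperature.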
POLH inh – blocks human DNA polymerase eta activity. Q9Y253. recombinant Pol eta, fluorescent DNA replication assay. Potency, µM (titrated, usually from 114 µM), inactives show at the highest dose activity change, negative = inhibition, usual class: inhibitors. 390,000 compounds, 1.2% hits. AID 588591; note: % is set by controls: 0 for no effect and ±100 for the full control effect
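Pol eta at 10 nM preincubated with compounds 15 min at room temperature; reaction started with fluorescent substrate (50 nM final) and read kinetically at 0 and 10 min.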
G9a inh – G9a (human) methyltransferase inhibition; Q96KQ7; G9a H3K9 monomethylation, AlphaScreen, 2 h; Potency, µM (highest dose often 102 µM), without a hit: top-dose activity, negative = inhibition, actives largely listed as inhibitors; 350,000 compounds, 8.8% hits; AID 504332; note: % is set by controls: 0 for no effect and ±100 for the full control effect; nearly all actives have a fitted effect of over 75% in size
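Compounds were preincubated with 20 nM G9a for 15 min, after which biotinylated H3K9 peptide (500 nM) and SAM (20 uM) started a 2 h room-temperature reaction. Monomethylated product was quantified by antibody-based AlphaScreen chemiluminescence.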
APE1 inh – inhibitors of human APE1 endonuclease | P27695 | recombinant APE1, TAMRA/BHQ-2 abasic DNA cleavage fluorescence | 350,000 compounds, 0.35% hits | Potency, µM (doses to about 65.8 µM), inactives show at the highest dose activity change, negative = inhibition, actives largely listed as inhibitors;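 note: plate controls were vehicle for no effect and reference inhibitor for full effect; nearly all actives have a fitted effect of over 55% in size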
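0.75 nM APE1 + cpd, 15 min RT; start w/ 50 nM TAMRA/BHQ-2 THF-abasic dsDNA; kinetic fluor 525/598 nm ×3 reads @60 s; Δ(read3−read1); normalized to DMSO and NSC13755 control wells.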
POLI inh – blocks human DNA polymerase iota activity | Q9UNA4 | Pol iota fluorescent replication assay, 10 min | Potency, µM (top dose mostly 115 µM), inactives show at the top dose activity, negative = inhibition, usual class: inhibitors | 390,000 compounds, 1% hits
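Fluorescent replication assay read twice, at 0 min and 10 min after adding 50 nM (final) substrate. Enzyme (10 nM) and compounds were first incubated 15 min at room temperature; enzyme-free buffer wells were negative controls.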
BLM inh – inhibitors of human Bloom syndrome helicase BLM | P54132 | 350,000 compounds, 0.2% hits | AID 2528 | recombinant BLM DNA unwinding, fluorescence dequenching | Potency, µM (series often up to 56.1 µM), for inactives: at the top dose activity change, negative = inhibition, usual class: inhibitors;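 note: plate controls were vehicle for no effect and no enzyme for full effect; nearly all actives have a fitted effect of over 35% in size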
* hit, by the source's call; ? = inconclusive; / = not tested or not shown; & = joins results of further samples; [ ] = another dose, or the depositor's remark. Calls come from the whole dose curve; as a rule, active = well fitted curve in the direction sought with a large enough effect; inconclusive = small, poorly fitted or top-dose-only effect, or another doubt; inactive = no such curve, though single readings can be large; an effect the other way counts as inactive or inconclusive. Potency is the fitted concentration of half-maximal effect. Only part of the results is shown; rates above refer to the full screens.

1) Cc1cc(S(=O)(=O)NCc2ccccc2)ccc1OCC(=O)N1CCOCC1
2) O=C(NC1CCCCC1)C1CCCN1S(=O)(=O)c1cccc2nsnc12 (stereo not given)
3) CCCCOc1ccc(-c2ncc(Cl)cn2)cc1
4) COc1ccc(Cn2c(C(=O)O)c(CNCCc3cccs3)c3ccc(OC)cc32)cc1
5) COc1ccc(/C=N/n2cnnc2)cc1Br
6) CCOc1ccc(NC(=O)c2oc3ccccc3c2NC(=O)c2cc3ccccc3o2)cc1
entry no.,1,2,3,4,5,6
JMJD2A Tudor inh,-13%,-17%,-2%,-11%,-5%,-6%
Pol kappa inh,-3%,-10%,2%,-5%,-3%,1%
BAZ2B inh,-2%,-5%,4%,-35%,1%,-29%
POLB inh,-8%,7%,-6%,-3%,?,1%
POLH inh,-3%,1%,-10%,-17%,10%,-18%
G9a inh,6%,-3%[59 µM],7%[59 µM],6%[59 µM],/,-4%[59 µM]
APE1 inh,-1%,-6%,2%,/,-6%,/
POLI inh,1%,17%,-6%,2%,53%[activator],33%[activator]
BLM inh,-11%,1%,-2%,-4%,-6%,-5%

7) Cc1cc(=O)n2nc(N3CCCC(C(=O)NCc4ccccc4Cl)C3)sc2n1 (stereo not given)
8) CCOc1ccc(CN2C(=O)c3ccccc3Sc3ccc(C(=O)NC)cc32)cc1
9) CSc1ccc(/C=C(/NC(=O)c2ccc(C)cc2)C(=O)Nc2cccc(F)c2)cc1
10) O=C1NCCN/C1=C\C(=O)c1cccc(Br)c1
11) O=C(Cn1nnc2ccccc2c1=O)Nc1cccc(S(=O)(=O)N2CCOCC2)c1
12) CC(C)c1cc(C(=O)Nc2cccc(C(F)(F)F)c2)no1
entry no.,7,8,9,10,11,12
JMJD2A Tudor inh,-11%,?,3%,-23%,-20%,35%
Pol kappa inh,8%,-2%,-7%,-3%,-22%,-1%
BAZ2B inh,-20%,/,-27%,-30%,-12%,11%
POLB inh,28%,0%,-17%,-1%,-21%,1%
POLH inh,-14%,-9%,-7%,-6%,-21%,-15%
G9a inh,21%,-4%[59 µM],-6%[59 µM],0%,16%,71%[activator][59 µM]
APE1 inh,83%[activator],/,4%,1%,-8%,0%
POLI inh,17%,?,5%,0%,14%,10%
BLM inh,3%,-13%,1%,2%,-4%,-10%

Looked up by structure from the list above, 4 records:
9) CSc1ccc(/C=C(/NC(=O)c2ccc(C)cc2)C(=O)Nc2cccc(F)c2)cc1
12) CC(C)c1cc(C(=O)Nc2cccc(C(F)(F)F)c2)no1
7) Cc1cc(=O)n2nc(N3CCCC(C(=O)NCc4ccccc4Cl)C3)sc2n1 (stereo not given)
11) O=C(Cn1nnc2ccccc2c1=O)Nc1cccc(S(=O)(=O)N2CCOCC2)c1
entry no.,9,12,7,11
JMJD2A Tudor inh,3%,35%,-11%,-20%
Pol kappa inh,-7%,-1%,8%,-22%
BAZ2B inh,-27%,11%,-20%,-12%
POLB inh,-17%,1%,28%,-21%
POLH inh,-7%,-15%,-14%,-21%
G9a inh,-6%[59 µM],71%[activator][59 µM],21%,16%
APE1 inh,4%,0%,83%[activator],-8%
POLI inh,5%,10%,17%,14%
BLM inh,1%,-10%,3%,-4%

(continued)
13) COCc1c(C(=O)NCC2COc3ccccc3O2)oc2ccccc12 (stereo not given)
14) CCC(C(=O)Nc1ccccc1C(=O)OC)n1c(C)c2cnn(-c3ccccc3)c(=O)c2c1C (stereo not given)
15) C=CCC[C@H](Cc1ccc(F)cc1)C(=O)OC[C@H](C)NC(=O)[C@H](CC=C)CC(=O)NCCO
16) O=C(CN1C(=O)NC2(CCc3ccccc32)C1=O)c1ccccc1 (stereo not given)
17) COc1ccc(Cl)cc1NC(=O)CSc1nc(-c2ccccc2)cc(=O)[nH]1
18) COc1cc(C(C(=O)NC2CCCCC2)N(C(=O)Cc2c[nH]c3ccccc23)c2ccccc2C)cc(OC)c1OC (stereo not given)
entry no.,13,14,15,16,17,18
JMJD2A Tudor inh,8%,?,-1%,-8%,-18%,-29%
Pol kappa inh,-12%,-2%,2%,-7%,-1%,-19%
BAZ2B inh,20%,-33%,/,-2%,-1%,?
POLB inh,/,25%,/,-2%,3%,0%
POLH inh,-29%,-13%,-19%,-1%,6%,-27%
G9a inh,7%[12.7 µM],-29%[59 µM],/,18%,-4%,40µM*
APE1 inh,13%,/,?,9%,15%,-12%
POLI inh,41%[activator],?,52%[activator],-3%,?,-2%
BLM inh,/,-6%,/,-2%,-1%,-4%

19) CCC(C)NC(=O)C1CCN(S(=O)(=O)c2cccc3cccnc23)CC1 (stereo not given)
20) Cc1cc(C)cc(NC(=O)Nc2ccc(S(=O)(=O)Nc3cc(C)on3)cc2)c1
21) CCC(C)Sc1ccc(-c2nc3ccc(C)cn3c2NCc2ccccc2)cc1OC (stereo not given)
22) FC(F)(F)c1cccc(N2CCN(c3ccc4nnc(-c5ccccc5)n4n3)CC2)c1
23) COc1ccccc1N1CCN(CCN2C(=O)c3ccccc3C(C)(C)C2=O)CC1
24) COc1cc2cc(CN(CCCO)S(=O)(=O)c3ccccc3Cl)c(=O)[nH]c2cc1OC
entry no.,19,20,21,22,23,24
JMJD2A Tudor inh,-1%,-1%,?,-23%,/,-1%
Pol kappa inh,6%,2%,-19%,-2%,0%&-7%[19.4 µM],-11%
BAZ2B inh,-4%,-8%,?,-7%,/,?
POLB inh,1%,18%,/,17%,/,0%
POLH inh,-9%,3%,-15%,-24%,/,-16%
G9a inh,22%,-1%,4%[2.33 µM],-19%,5%[59 µM],8%
APE1 inh,3%,-1%,1%,14%,3%&-8%,2%
POLI inh,8%,9%,?,-19%[58.9 µM],/,5%
BLM inh,2%,-1%,/,-13%,1%,-3%

25) O=C(COC(=O)c1cccnc1)c1ccc(Cl)cc1
26) CCS(=O)(=O)c1ccccc1C(=O)N(Cc1cccnc1)c1nc2cc(C)c(C)cc2s1
27) Cc1cccc(NC(=O)c2cc(S(=O)(=O)N3CCN(c4ccccc4F)CC3)ccc2F)c1C
28) Brc1ccc(C2CC(c3ccccc3)=Nc3ccccc3N2)cc1 (stereo not given)
29) CCCCN1C(=O)C(=O)N(c2ccccc2)C1=S
30) CC(O)CNCc1ccc(-c2ccccc2)cc1 (stereo not given)
entry no.,25,26,27,28,29,30
JMJD2A Tudor inh,-17%,-36%,-22%,-18%,-17%,-1%
Pol kappa inh,4%,-3%[60.1 µM],-9%[60.1 µM],-14%,-10%,3%
BAZ2B inh,-27%,?,2%,-30%,-2%,1%
POLB inh,3%,0%,3%,0%,25%,9%
POLH inh,1%,-26%,-13%,-9%,1%,0%
G9a inh,-13%[12.7 µM],-43%[59 µM],4%[59 µM],40µM*,3%[59 µM],40%[12.7 µM]
APE1 inh,-1%,/,/,-9%,-9%,0%
POLI inh,19%,-2%,-3%,163%[activator],17%,1%
BLM inh,-4%,0%,-4%,-7%,0%,3%

31) COc1ccc(CN(C(=O)c2ccc(CN3CCOCC3)o2)C(C(=O)NCC2CCCO2)c2ccc(F)cc2)cc1 (stereo not given)
32) CCOC(=O)C1CCN(S(=O)(=O)c2cccc(-c3cn4cc(Cl)ccc4n3)c2)CC1
33) CCOc1ccc(NC(=O)Cn2nnc(C(=O)NCCc3ccccc3)c2N)cc1
34) Cc1cccc(NC(=O)c2cc(NC(=O)c3ccccc3)ccc2N2CCCCC2)c1
35) CSCCC(NC(=O)c1ccccc1Cl)C(=O)NC1CCN(Cc2ccccc2)CC1 (stereo not given)
36) COc1cccc(-n2c(=O)[nH]cc(C(=O)Nc3ccc4c(c3)OCCO4)c2=O)c1
entry no.,31,32,33,34,35,36
JMJD2A Tudor inh,-16%,3%,-10%,-16%,-16%,-16%
Pol kappa inh,9%,-9%,?,-1%,-1%,4%
BAZ2B inh,-12%,-27%,/,6%,-38%,7%
POLB inh,8%,-16%,?,?,21%,-10%
POLH inh,7%,-17%,?,-10%,-10%,-16%
G9a inh,/,?,-3%[59 µM],0%,1.6µM*,-5%[59 µM]
APE1 inh,4%,-1%,/,6%,5%,-2%
POLI inh,188%[activator],5%,?,8%,11%,10%
BLM inh,35%[activator],-11%,-9%,-7%,-7%,0%

37) COc1cc(Nc2nn(-c3ccc(OC(F)(F)F)cc3)nc2C(C)=O)cc(OC)c1
38) CCN1C(=O)NC2=C(C(=O)c3ccccc32)C1c1ccccc1F (stereo not given)
39) CCNc1ncc2nc(-c3ccc(Cl)cc3)c(=O)n(Cc3cccs3)c2n1
40) CC(C)(C)NC(=O)CN(C(=O)CNS(=O)(=O)c1ccc(Cl)cc1)c1ccc2c(c1)OCCO2
41) O=C(NC1CCCCCCC1)c1ccccc1O
42) CCOc1ccc(CC2CC(=O)NC2=O)cc1 (stereo not given)
entry no.,37,38,39,40,41,42
JMJD2A Tudor inh,-8%,-10%,/,-9%,-1%[11.4 µM],-9%[11.4 µM]
Pol kappa inh,4%,0%,-3%[60.1 µM],1%,-8%,-6%
BAZ2B inh,-3%,-1%,/,1%,2%,0%
POLB inh,26%,9%,/,37%,18%,11%
POLH inh,-7%,-16%,/,-5%,-13%,-16%
G9a inh,2%[59 µM],?,3%[0.501 µM],14%,14%,3%[59 µM]
APE1 inh,/,0%,-5%,52%[activator],-7%,7%
POLI inh,10%,-10%,/,147%[activator],6%,10%
BLM inh,0%,2%,-7%,-2%,-3%,-1%

43) Cc1ccc(NS(=O)(=O)Cc2ccccc2)nc1
44) O=C(COC(=O)CC1CCCCC1)Nc1c(Cl)cccc1Cl
45) Cc1ccc(S(=O)(=O)CS(=O)(=O)c2ccc(C)cc2)cc1
46) CN(C)c1ccc(CNC(=O)CCCN2C(=O)CCn3nc(-c4cn(C)c5ccccc45)cc32)cc1
47) c1coc(-c2nc3ccccc3nc2-c2ccco2)c1
entry no.,43,44,45,46,47
JMJD2A Tudor inh,1%,9%,-3%,-27%,?
Pol kappa inh,-2%,9%,-12%,-11%[60.1 µM],?
BAZ2B inh,-14%,46%[activator],/,-4%,71µM*
POLB inh,-14%,/,/,0%,18µM*
POLH inh,?,-13%,-18%,-12%,50µM*
G9a inh,28µM*,17%[12.7 µM],/,13%[59 µM],8.9µM*
APE1 inh,12%,-5%,/,/,-12%
POLI inh,22%,-22%,-9%,15%,?
BLM inh,-1%,/,/,-4%,16µM*

Bioassay records deposited in PubChem BioAssay by National Center for Advancing Translational Sciences (NCATS).
